Screening data: PubChem, National Center for Advancing Translational Sciences (NCATS)
GLP-1R inv ag: inverse agonists of human GLP-1 receptor; P43220; HEK293 GLP-1R CRE-luciferase, luminescence, 24 h; GLP-1R form is constitutively active; Potency, µM (top dose mostly 38.3 µM), for inactives: at the top dose activity change, negative = inhibition, usual class: inhibitors; 410,000 compounds, 1.6% hits; AID 624417; note: % is set by controls: 0 for no effect and ±100 for the full control effect; nearly all actives have a fitted effect of over 55% in size
Target sequence (P43220 whole entry, looked up): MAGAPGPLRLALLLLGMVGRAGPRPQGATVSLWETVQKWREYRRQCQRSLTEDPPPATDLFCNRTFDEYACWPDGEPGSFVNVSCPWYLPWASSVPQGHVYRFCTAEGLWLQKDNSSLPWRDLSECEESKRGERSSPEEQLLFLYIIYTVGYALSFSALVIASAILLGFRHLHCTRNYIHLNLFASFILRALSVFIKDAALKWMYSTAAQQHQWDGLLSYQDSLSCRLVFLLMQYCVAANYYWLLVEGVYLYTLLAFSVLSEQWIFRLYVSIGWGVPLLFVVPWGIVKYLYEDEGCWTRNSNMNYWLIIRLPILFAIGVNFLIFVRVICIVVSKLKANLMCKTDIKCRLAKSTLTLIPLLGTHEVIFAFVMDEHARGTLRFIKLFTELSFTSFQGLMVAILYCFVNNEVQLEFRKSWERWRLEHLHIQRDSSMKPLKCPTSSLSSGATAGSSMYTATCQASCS
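Assay principle: reduced luminescence from a cAMP-responsive reporter in HEK293 cells co-expressing a constitutively active GLP-1R. Conditions: 24 hr compound incubation, 37 deg C, 5% CO2.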
PTHR1 agonist: activates the human parathyroid hormone receptor PTHR1. Q03431. Potency, µM (doses to about 115 µM), for the others: at the highest dose activation, actives largely listed as activators. 410,000 compounds, 0.075% hits. HEK293 GP2 PTHR1 cells, GloSensor cAMP luminescence, 1 h. AID 743266; note: nearly all actives have a fitted effect of over 55% in size; some results filed as inactive show a strong effect at the top dose; inactives centre near -15; many of its hits are not listed in these tables
Target sequence (Q03431 whole entry, looked up): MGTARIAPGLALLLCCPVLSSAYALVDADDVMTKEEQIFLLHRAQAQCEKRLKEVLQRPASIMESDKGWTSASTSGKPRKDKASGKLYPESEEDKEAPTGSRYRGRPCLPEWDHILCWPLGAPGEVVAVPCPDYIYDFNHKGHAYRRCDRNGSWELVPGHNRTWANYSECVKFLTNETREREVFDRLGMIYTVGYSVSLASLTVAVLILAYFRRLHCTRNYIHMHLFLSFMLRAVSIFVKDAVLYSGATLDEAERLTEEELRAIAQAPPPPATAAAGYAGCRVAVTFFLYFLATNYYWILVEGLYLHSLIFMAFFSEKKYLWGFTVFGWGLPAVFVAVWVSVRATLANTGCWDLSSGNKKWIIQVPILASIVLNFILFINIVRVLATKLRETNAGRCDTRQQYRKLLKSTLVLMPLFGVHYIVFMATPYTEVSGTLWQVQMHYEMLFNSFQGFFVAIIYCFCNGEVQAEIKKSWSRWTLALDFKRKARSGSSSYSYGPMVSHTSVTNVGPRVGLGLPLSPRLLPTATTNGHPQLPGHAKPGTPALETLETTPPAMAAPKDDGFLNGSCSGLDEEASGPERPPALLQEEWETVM
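HEK-293-derived GP2 cells expressing PTHR1 and a GloSensor cAMP reporter, 3,000/well, plated overnight, given luciferin plus IBMX (each 0.5 mM as added) for 1 h at 37 °C, then compound for 1 h at 37 °C. Luminescence was read after 15 min at room temperature.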
GLP1R cytotox: cytotoxicity counter-screen for GLP-1 receptor inverse agonists | Potency, µM (highest dose often 38.3 µM), for the others: top-dose activity change, negative = inhibition, most hits filed as inhibitors | 410,000 compounds, 0.13% hits | HEK293 cAMP-luciferase reporter cells, luminescence, 24 h;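 note: loss of luciferase light is scored as toxicity; % is set by controls: 0 for no effect and ±100 for the full control effect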
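Luminescence readout: signal drop marks cytotoxicity. Plated cells grew 12 h at 37 °C, 5% CO2, received 23 nL compound for 24 h, then got luciferase reagent, read after 12 min at RT.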
* hit, by the source's call; i = inactive; u = inconclusive; [ ] = remark or other dose. Calls come from the whole dose curve; as a rule, active = well fitted curve in the direction sought with a large enough effect; inconclusive = small, poorly fitted or top-dose-only effect, or another doubt; inactive = no such curve, though single readings can be large; an effect the other way counts as inactive or inconclusive. Potency is the fitted concentration of half-maximal effect. Only part of the results is shown; count on the stated rates, not on these rows.

| SMILES | PTHR1 agonist | GLP1R cytotox | GLP-1R inv ag |
| --- | --- | --- | --- |
| Fc1ccc(-c2cc(-c3nc(-c4ccc(Cl)cc4)no3)[nH]n2)cc1 | -11% | -1% | -1% |
| Cc1ccc(-n2ncc3c(NC4CCCC4)ncnc32)cc1 | -29% | -12% | u |
| Cn1c2ccccc2c2cnn(CC(=O)NCc3ccc(Cl)cc3)c(=O)c21 | i | 0% | 11% |
| Cc1c(C)n(Cc2ccc(F)cc2)c2ccc(C(=O)N3CCN(c4ccc(Cl)cc4)CC3)cc12 | -24% | -14% | u |
| O=C(CSC1=Nc2ccccc2C2=NC(CCC(=O)NC3CCCCC3)C(=O)N12)Nc1cccc(Cl)c1 (centres undefined) | -70%[inhibitor] | 0% | 18% |
| COc1cccc(-n2c(=O)c3c(C)c(C)sc3n(CC(=O)Nc3ccccc3OC)c2=O)c1 | i | 1% | 13% |
| COc1ccc(CNC(=O)CSc2n[nH]c(-c3ccc(OC)cc3)n2)cc1 | -67%[inhibitor] | u | u |
| COc1cc(C2C(=O)N(C3CCC(C)CC3)CC(=O)N2CCc2ccc(Cl)cc2)ccc1OC(C)C (centres undefined) | -22% | -5% | 7% |
| COc1cc2ccccc2cc1C(=O)N1CCN(c2nc3ccc(F)cc3s2)CC1 | -36%[inhibitor] | 4% | 0% |
| Cc1cccc(OCC(=O)NCc2ccc3c(c2)CCN3C(=O)c2ccccc2)c1 | i | 12% | 28% |
| COc1ccc(CC(=O)N2CC(=O)Nc3ccc(Br)cc3C2c2ccc(F)cc2)cc1 (centres undefined) | -41%[inhibitor] | 9% | u |
| Cc1ccc(NC(=O)NC(C)c2c(-n3cccc3)sc(C)c2C)c(C)c1 (centres undefined) | -17% | 5% | -9% |
| CCOc1ccc(CC(=O)NC2CC(=O)N(c3ccc(C)c(C)c3)C2)cc1 (centres undefined) | -12% | 3% | 6% |
| Cc1ccc(NC(=O)Cn2c(=O)cc(-c3ccccc3)c3c(C)nn(C)c32)c(Cl)c1 | i | -3% | 8% |
| CCc1cccc(NC(=O)c2cc3c(=O)[nH]c4ccccc4c3n2C)c1 | -42%[inhibitor] | -12% | -2% |

5 entries drawn at random from those above:
| SMILES | PTHR1 agonist | GLP1R cytotox | GLP-1R inv ag |
| --- | --- | --- | --- |
| CCc1cccc(NC(=O)c2cc3c(=O)[nH]c4ccccc4c3n2C)c1 | -42%[inhibitor] | -12% | -2% |
| Cc1ccc(-n2ncc3c(NC4CCCC4)ncnc32)cc1 | -29% | -12% | u |
| Cn1c2ccccc2c2cnn(CC(=O)NCc3ccc(Cl)cc3)c(=O)c21 | i | 0% | 11% |
| COc1cc(C2C(=O)N(C3CCC(C)CC3)CC(=O)N2CCc2ccc(Cl)cc2)ccc1OC(C)C (centres undefined) | -22% | -5% | 7% |
| Cc1cccc(OCC(=O)NCc2ccc3c(c2)CCN3C(=O)c2ccccc2)c1 | i | 12% | 28% |

Further records:
| SMILES | PTHR1 agonist | GLP1R cytotox | GLP-1R inv ag |
| --- | --- | --- | --- |
| CCN(CC)S(=O)(=O)c1ccc(NC(=O)c2c(C)oc3ncnc(N4CCOCC4)c23)cc1 | i | 2% | 6% |
| COc1ccccc1N1CCN(S(=O)(=O)c2ccc3c(c2)CCCN3C(C)=O)CC1 | -59%[inhibitor] | 21% | 9% |
| COc1ccc(CCNc2nc(SCc3ccc(Cl)cc3)nc3ccccc23)cc1OC | -6% | 4% | 12% |
| COc1cccc2cc(-c3nc4sc5c(c4c(=O)[nH]3)CCC(C(C)(C)C)C5)c(=O)oc12 (centres undefined) | u | 3% | 0% |
| Cc1ccc(NC(=O)CCC(=O)N2Cc3ccccc3Oc3ncccc32)c(C)c1 | -25% | -9% | -3% |
| O=C(CCS(=O)(=O)c1nc(-c2ccc3c(c2)OCO3)cc(C(F)(F)F)n1)Nc1ccccc1F | -40%[inhibitor] | -3% | 12% |
| Cn1c(=O)cc(SCC(=O)N2CCN(c3ccccc3F)CC2)c2ccccc21 | i | 3% | -19% |
| CCOc1ccccc1NC(=O)C1CCN(S(=O)(=O)c2ccc3c(c2)CCCN3C(C)=O)CC1 | -1% | -1% | 5% |
| CCOc1ccc2c(c1)c(=O)c(C(=O)c1ccc3c(c1)OCO3)cn2Cc1cccc(F)c1 | -6% | -13% | -8% |
| CCC1CN(C(=O)N2CCC(C(=O)NCCC3=CCCCC3)CC2)c2cc(C)ccc2O1 (centres undefined) | -33%[inhibitor] | -3% | 3% |
| CCCCOc1cccc(C(=O)Nc2cc3nn(-c4ccc(F)cc4)nc3cc2C)c1 | -22% | -8% | 2% |
| Cc1oc2ccc(O)c(CN3CCOCC3)c2c1C(=O)Nc1ccccc1 | i | -3% | -9% |
| CCNc1oc(-c2ccc(COc3ccc(Cl)cc3)o2)nc1C#N | -71%[inhibitor] | -4% | u |
| O=C(Nc1ccc(F)cc1)C1CCN(c2nc3ccccc3n3cccc23)CC1 | i | -1% | 5% |
| Cc1nn(CC(=O)N2CCN(c3ccccc3)CC2)c(=O)c2cc3cc(F)ccc3n12 | i | 6% | 11% |
| Cc1ccccc1C(=O)Nc1ccc(C(=O)OCc2cc(=O)n3nc(C(C)C)sc3n2)cc1 | i | 4% | 8% |
| CC(C(=O)Nc1ccccc1C(F)(F)F)n1nnc2sc3c(c2c1=O)CCCC3 (centres undefined) | i | 0% | -2% |
| COc1ccc(NC(=O)c2c(-c3ccccc3)c(-c3ccccc3)nn(C)c2=O)c(OC)c1 | -9% | -10% | -24% |
| CCC1CCCCN1C(=O)Cn1c(=O)oc2cc(S(=O)(=O)N3CCCCC3)ccc21 (centres undefined) | -33%[inhibitor] | 6% | -4% |
| Cc1ccc(NC(=O)c2c(NC(=O)Cc3ccccc3)sc3c2CCC3)cc1 | u | 1% | 3% |
| COc1ccc(N2CCN(c3ccc(-c4nc(-c5ccccc5)no4)cc3[N+](=O)[O-])CC2)cc1 | -11% | 4% | 1% |
| COc1ccc(CCNC(=O)c2ccc3c(c2)nc(C)n3-c2ccc(Br)cc2)cc1OC | i | -7% | -3% |
| Cc1ccccc1OCc1nnc(SCc2cc(=O)c3cccc(F)c3[nH]2)n1C | -11% | 4% | 0% |
| COc1cccc(CNC(=O)C(C)n2c(=O)cc(-c3ccccc3)c3c(C)nn(C)c32)c1 (centres undefined) | -20% | 8% | 2% |
| CCCOc1ccc(NC(=O)CC2C(=O)N(c3ccc(OC)cc3)C(=O)N2CCc2ccncc2)cc1 (centres undefined) | i | -4% | -6% |
| COCCCNc1nc(NCc2cccc(Cl)c2)c2cnn(C)c2n1 | -46%[inhibitor] | -8% | -9% |
| CCOc1ccc(NC(=O)CCS(=O)(=O)c2ccc3nc(C)sc3c2)cc1 | 24% | -1% | 11% |
| CC1Cc2cc(S(=O)(=O)CCC(=O)Nc3ccc(Cl)cc3F)ccc2N1C(=O)C1CC1 (centres undefined) | -35%[inhibitor] | -5% | -15% |
| CCCCOc1ccc(C(=O)N(Cc2ccc(N(C)C)cc2)Cc2ccco2)cc1 | -22% | 4% | u |
| COc1cccc(Nc2nc3cc(C)ccc3nc2NS(=O)(=O)c2ccc(Cl)cc2)c1 | -28% | -4% | -29% |
| O=C(Cn1cc2c(n1)CCCC2)Nc1cc(C(F)(F)F)ccc1Cl | -19% | 4% | -8% |
| CCc1ccc2occ(CC(=O)Nc3sc4c(c3C(=O)NCCOC)CCCC4)c2c1 | 19% | 0% | -11% |
| Cc1ccc2c(c1)C(=O)C(=O)N2Cc1ccc(OCCC(C)C)cc1 | i | 0% | 9% |
| O=S(=O)(NCC(c1ccccc1)N1CCc2ccccc21)c1ccc(Cl)cc1 (centres undefined) | -59%[inhibitor] | -21% | u |
| O=C(NCc1cccc(Cl)c1)C1CCCN(c2nn3cc(-c4ccc(F)cc4)nc3s2)C1 (centres undefined) | -27% | 3% | u |
| O=C(NCc1ccccn1)c1nn(-c2ccccc2F)nc1CO | -9% | 12% | u |
| CCn1nnc2cc(C(=O)Nc3cc(C)ccc3C)ccc21 | i | -27% | -18% |
| Cc1c(C(=O)N2CCOCC2)oc2c1-c1nn(CC(=O)NCc3cccc(Cl)c3)cc1CC2 | -33%[inhibitor] | -4% | 1% |
| Cc1ccc(C)c(Cn2c(SCC(=O)N(C)Cc3ccccc3)nc3ccccc32)c1 | i | -1% | u |
| Cc1nn(-c2ccccc2)c2sc(C(=O)Nc3cccc(Cl)c3)cc12 | i | 9% | -25% |
| O=C(NCCN1CCCCC1)c1ccc(Cn2c(SCc3cccc(F)c3)nc3cccnc32)cc1 | -7% | -16% | -20% |
| Cc1ccc(OCC(=O)Nc2ccccc2C(=O)OCc2cc(=O)n3c(C)csc3n2)cc1 | i | -3% | -19% |
| O=C(Nc1ccccc1OCc1cc(=O)n2ccccc2n1)c1ccccc1F | i | -3% | -18% |
| Cc1ccc(S(=O)(=O)N2CCN(Cc3ccccc3Cl)CC2)cc1 | -25% | 5% | -30% |
| CCOc1ccc(NC(=O)CSc2ccc3ccccc3n2)cc1 | i | 0% | 7% |

Structures shown so far that contain bromine (two):
| SMILES | PTHR1 agonist | GLP1R cytotox | GLP-1R inv ag |
| --- | --- | --- | --- |
| COc1ccc(CC(=O)N2CC(=O)Nc3ccc(Br)cc3C2c2ccc(F)cc2)cc1 (centres undefined) | -41%[inhibitor] | 9% | u |
| COc1ccc(CCNC(=O)c2ccc3c(c2)nc(C)n3-c2ccc(Br)cc2)cc1OC | i | -7% | -3% |

Carrying on:
| SMILES | PTHR1 agonist | GLP1R cytotox | GLP-1R inv ag |
| --- | --- | --- | --- |
| Cc1ccccc1NC(=O)Cn1cc(C(=O)c2cccs2)c2ccccc21 | i | -1% | -6% |
| COc1cccc(-n2c(=O)c3c(C)c(C)sc3n(CC(=O)NCc3ccc(C)cc3)c2=O)c1 | i | -14% | 1% |
| COc1ccc(S(=O)(=O)n2nc(-c3ccco3)nc2NCc2ccc(N(C)C)cc2)cc1 | -48%[inhibitor] | 12% | -7% |
| Cc1ccc(CCNC(=O)c2cn(C)c3ccc(S(=O)(=O)N4CCC(C)CC4)cc3c2=O)cc1 | i | 23% | -1% |
| Cc1cc(C)c(S(=O)(=O)Nc2ccc(-c3ccc(N4CCC(C)CC4)nn3)cc2)cc1C | -6% | -17% | u |
| O=C(Nc1nnc(S(=O)(=O)N2CCCC2)s1)c1ccc(F)cc1 | -16% | 0% | 10% |
| CC(=O)Nc1ccc(NC(=O)c2ccc(COc3ccc(Cl)cc3Cl)o2)cc1 | -20% | 0% | 4% |
| CCOC(=O)c1c(C)[nH]c(C)c1S(=O)(=O)N1CCN(c2cccc(C(F)(F)F)c2)CC1 | 7% | u | 5.6µM* |
| CN(Cc1ccccc1)c1ccc(-c2nc(-c3cccnc3)no2)cc1[N+](=O)[O-] | -27% | -7% | 6% |
| CC(C)(C)C1CCc2nc(NC(=O)Cc3ccccc3)sc2C1 (centres undefined) | i | -8% | u |
| Cc1ccc(-c2nc(S(=O)(=O)c3ccc(F)cc3)c(N3CCN(c4ccccc4)CC3)o2)cc1 | i | 1% | -8% |
| Cc1ccsc1CN(Cc1ccco1)C(=O)c1ccc(Cl)cc1 | i | 2% | u |
| COc1ccc(NC(=O)NC2COc3ccccc3C2)cc1Cl (centres undefined) | 14% | -12% | -19% |
| Cc1ccc2nc(N(Cc3cccnc3)C(=O)c3cccs3)sc2c1 | -91%[inhibitor] | -26% | -71% |
| O=C(COc1ccc([N+](=O)[O-])cc1)Nc1nc2c(s1)CCCC2 | u | 15% | 2% |

Next section, overlapping the part above by two compounds.
| SMILES | PTHR1 agonist | GLP1R cytotox | GLP-1R inv ag |
| --- | --- | --- | --- |
| Cc1ccc2nc(N(Cc3cccnc3)C(=O)c3cccs3)sc2c1 | -91%[inhibitor] | -26% | -71% |
| O=C(COc1ccc([N+](=O)[O-])cc1)Nc1nc2c(s1)CCCC2 | u | 15% | 2% |
| CCOC(=O)CSc1nnc2n(-c3ccccc3)c(=O)c3c4c(sc3n12)CC(C(C)(C)C)CC4 (centres undefined) | -2% | -6% | u |
| COc1ccc(C2=C(N3CCN(c4cc(C)ccc4C)CC3)c3ccccc3C2=O)cc1 | i | -4% | 4% |
| O=C(CSc1nnc(CNC(=O)c2c(F)cccc2Cl)o1)Nc1ccccc1F | -4% | 2% | 7% |
| COC(=O)c1sc2cccc(F)c2c1S(=O)(=O)N1CCN(c2cccc(OC)c2)CC1 | i | -4% | u |
| COc1cc(OC)cc(-c2cc3nc(C)c(CCC(=O)Nc4ccc(F)c(Cl)c4)c(C)n3n2)c1 | u | -2% | 18% |
| Cc1ccn2c(Nc3c(C)cccc3C)c(-c3ccsc3)nc2c1 | -18% | -2% | u |
| CCS(=O)(=O)c1ncc(Cl)c(C(=O)N(Cc2ccccc2)Cc2ccco2)n1 | -21% | u | u |
